F508del corr: F508del CFTR correction, initial screen, CFBE line, single point; CFBE cells, YFP halide quenching; stimulated with forskolin plus potentiator P3; % fluorescence drop versus neutral controls; activity (quench increase), % at 7.58 µM; 350,000 compounds, 0.36% hits;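 active = mean added fluorescence quench of at least 8% versus neutral control, with both replicates also reaching 8%; inconclusive = only one of the mean or replicate conditions met; inactive = mean below 8% and not both replicates reaching 8%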;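 note: cells transiently co-express mutant CFTR-F508del with the halide-sensitive YFP; corrector assay measuring rescue of mutant channel to the surface after 24 h compound exposure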
ERp5 block: inhibitors of ERp5-driven insulin aggregation, primary screen, biochemical, turbidity, absorbance 650 nm, single point; 350,000 compounds, 0.05% hits; inhibition, % at 9.99 µM; 90 min; Protein disulfide-isomerase A6 (Homo sapiens), Q15084; AID 651711, 2012;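 active = mean replicate inhibition above about 25%, with every replicate also reaching it, limit read from the data, passing the limit was not always enough; inconclusive = only one of those two criteria met; inactive = neither criterion met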
Target sequence (Q15084 whole entry, looked up): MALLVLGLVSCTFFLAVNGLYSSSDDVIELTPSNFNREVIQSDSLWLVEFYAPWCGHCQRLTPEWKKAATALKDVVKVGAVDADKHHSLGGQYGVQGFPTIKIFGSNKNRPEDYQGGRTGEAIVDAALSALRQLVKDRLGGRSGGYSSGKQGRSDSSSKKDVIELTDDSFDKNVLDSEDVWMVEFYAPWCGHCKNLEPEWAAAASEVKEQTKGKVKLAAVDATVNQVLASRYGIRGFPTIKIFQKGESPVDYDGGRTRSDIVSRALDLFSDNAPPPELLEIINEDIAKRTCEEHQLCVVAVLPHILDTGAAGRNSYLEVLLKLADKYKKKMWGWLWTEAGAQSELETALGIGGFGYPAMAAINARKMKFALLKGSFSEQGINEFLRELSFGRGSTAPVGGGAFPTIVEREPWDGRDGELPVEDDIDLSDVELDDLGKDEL
Casp6 inh: human caspase-6 inhibitors, primary screen, biochemical, VEID-R110 fluorescence, single point, set 2; purified caspase-6, Z-VEID-R110 cleavage fluorescence; inhibition, % at 12.5 µM; P55212; 350,000 compounds, 0.53% hits; AID 686996, 2013;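 active = mean inhibition across replicates at least about 35%, with every replicate also reaching that limit, limit read from the data; inconclusive = only one of the two criteria met; inactive = neither criterion met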;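 note: 0% = median of neutral control wells and 100% = no fluorescence left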
Target sequence (P55212 24-179 limits assumed): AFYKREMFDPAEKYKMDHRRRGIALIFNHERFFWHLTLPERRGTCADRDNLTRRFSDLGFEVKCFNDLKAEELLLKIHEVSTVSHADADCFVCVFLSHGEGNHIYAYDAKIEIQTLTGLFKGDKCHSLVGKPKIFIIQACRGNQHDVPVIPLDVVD
Target sequence (P55212 194-293 limits assumed): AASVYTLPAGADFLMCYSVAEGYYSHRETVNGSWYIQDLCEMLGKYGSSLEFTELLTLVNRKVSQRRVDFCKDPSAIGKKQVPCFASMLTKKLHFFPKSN
miR-122 sensor: miR-122 Renilla sensor signal increase in Huh7, primary screen, miR-122 inhibitor project, cell-based, single point, plate reader; Huh7 miR-122 Renilla luciferase sensor, 48 h; neutral wells = 0, positive control = 100; activation (reporter increase), % at 12.5 µM; 340,000 compounds, 0.3% hits; AID 602342, 2012;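 active = mean replicate activation score at least 90 and every replicate individually at or above 90; inconclusive = only one of the two criteria met; inactive = neither criterion met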;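 note: higher luciferase means less miR-122 activity so hits act as miR-122 inhibitors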
DENV2 CPE: inhibitors of DENV2 cytopathic effect, primary screen, cell-based, plate reader, single concentration; CPE inhibition, % at 9.99 µM; 350,000 compounds, 1.7% hits; DENV2-infected cells, cytopathic effect rescue; in the data active = CPE inhibition above about 20%, passing the limit was not always enough; inconclusive = no clear call, values can overlap the other calls; tested in BHK-21 cells;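 note: 0% = median of neutral control wells and 100% = median of positive control wells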
SIRT5 block: SIRT5 desuccinylase inhibitors, primary screen, biochemical, fluorescence imaging, single point, set 5 | NAD-dependent protein deacylase sirtuin-5, mitochondrial (Homo sapiens), Q9NXA8 | Purified SirT5, succinyl-peptide AMC, trypsin-coupled fluorescence | inhibition, % at 15 µM | 330,000 compounds, 1.1% hits | AID 652115, 2013; in the data active = inhibition above about 15%; inconclusive = no clear call, values can overlap the other calls
ERAP1 HTS inh: human ERAP1 aminopeptidase inhibitors, primary screen, biochemical, single point, plate reader | inhibition, % at 10.7 µM | recombinant ERAP1, Leu-AMC fluorescence, 60 min | 340,000 compounds, 0.15% hits;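 active = mean replicate inhibition of at least 30%, or all replicates individually reaching that 30% level; inactive = mean below 30% and not every replicate reaching it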;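 note: 0% = neutral control wells and 100% = L-leucinethiol positive control wells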
Starred values were filed as active, the others as inactive; ? = inconclusive; / = not tested or not shown; & = joins results of further samples; [ ] = remark or other dose.

entry	molecule	F508del corr	ERp5 block	Casp6 inh	miR-122 sensor	DENV2 CPE	SIRT5 block	ERAP1 HTS inh
1	C[C@H](CO)N1C[C@H](C)[C@H](CN(C)C(=O)NC2CCCCC2)Oc2ccc(NC(=O)CCCCCC(=O)Nc3ccccc3N)cc2CC1=O	-3.7	-1	0	-9[16.7 µM]	13	/	0
2	Cc1nn(C)c(C(=O)N/N=C/c2ccc(-c3ccccc3)cc2)c1Cl	0.5	-2	-3	18	-7	-3	-3
3	Cc1ccc(NC(=O)C2CCCN2C(=O)OCc2ccccc2)cc1F (stereo not given)	-2.4	4	3	/	5	3	-4
4	O=C(Nc1cccc(F)c1)N1CC(=O)N2[C@@H](CO)[C@H](c3ccc(-c4cccc(F)c4)cc3)[C@@H]2C1	2.2	-2	1	/	-3	2	2
5	CN(C)S(=O)(=O)c1cccc(COc2ccccc2C(=O)Nc2ccccc2)c1	-0.4	6	4	1	?	2	0
6	C[C@@H]1CN([C@@H](C)CO)C(=O)c2cccc(NC(=O)Nc3ccccc3)c2O[C@H]1CN(C)C(=O)Nc1ccccc1	2.4	-4	-5	-2[16.7 µM]	-7	4	1
7	O=C(CCN1C(=O)/C(=C/c2ccc(F)cc2)SC1=S)Nc1cc([N+](=O)[O-])ccc1O	0.1	0	-1	-5	-4	0	4
8	O=C(C[C@H]1C[C@@H]2c3cc(NC(=O)CC4CC4)ccc3O[C@@H]2[C@H](CO)O1)NCCc1ccccc1	-1.6	-3	0	6[16.7 µM]	2	14	0
9	Cc1c(C(=O)N(C)C(C)c2ccccn2)oc2c(F)cccc12 (stereo not given)	1.4	-4	1	/	-2	0	1
10	C=CCOc1ccc(CNc2ccc3[nH]c(=O)[nH]c3c2)cc1OC	2.1	-7	9	/	-6	-10	5
11	Cc1ccc(S(=O)(=O)N2C[C@@H]3N[C@H](C2)C3c2ccc(-c3ccncc3)cc2)cc1 (stereo not given in full)	-1.0&2.6	2&0	1&-1	/	8&-2	3&4	2&1
12	COc1ccc(-c2sc3cc(OC)c(OC)cc3c2-c2ccc(O)cc2)cc1	0.8	-1	-4	/	-1	/	/
13	CCN(C(=O)CSc1nc2cc(Cl)ccc2c(=O)n1CC(C)C)C1CCS(=O)(=O)C1 (stereo not given)	-0.8	9	0	3	-5	-6	-1
14	CC(Oc1ccc(Br)cc1)C(=O)NC1CCN(Cc2ccccc2)CC1 (stereo not given)	-6.6	14	18	-3	?	0	-3
15	COc1ccc(Oc2ccc(NC(=O)c3ccccc3C)cc2)cc1	-2.7	-2	0	/	2	-1	19
16	C[C@H](CO)N1C[C@H](C)[C@@H](CN(C)Cc2ccc(C(F)(F)F)cc2)Oc2ccc(N(C)C)cc2CC1=O	0.9	-2	-4	-1[16.7 µM]	-4	17*	2
17	CCOc1ccc(N2CC(C(=O)Nc3ccc(S(=O)(=O)N4CCCC4)cc3)CC2=O)cc1 (stereo not given)	0.7	1	3	/	3	-2	4
18	COC(=O)[C@@]1(Sc2ccc(C)cc2)CC(=O)N[C@@H]1c1ccco1	1.8	0	5	/	18	0	9
19	CC(C)(C)NC(=O)Cn1c(=O)n(CC(=O)NC(C)(C)C)c2ccccc21	-1.4	2	-1	-3	1	-1	-2
20	CN(CC(=O)Nc1ccccc1Cl)C(=O)COC(=O)C1CC1	4.1	-3	-1	-1	-1	-3	2

(listing goes on)
entry	molecule	F508del corr	ERp5 block	Casp6 inh	miR-122 sensor	DENV2 CPE	SIRT5 block	ERAP1 HTS inh
21	COc1cc(/C=C/CN2CCN(Cc3ccc(C)o3)C(CCO)C2)ccc1O (stereo not given)	0.9	0	-3	-4	3	3	0
22	C[C@@H]1CN([C@H](C)CO)C(=O)c2cc(-c3ccccc3F)cnc2O[C@H]1CN(C)C(=O)c1cnccn1	0.5	-2	1	7[16.7 µM]	?	-10	0
23	COc1ccc(-c2cnc3c(c2)C(=O)N([C@@H](C)CO)C[C@@H](C)[C@H](CN(C)C)O3)cc1	5.1	-1	-1	-3[16.7 µM]	14	1	-6
24	Cc1cc2nc(C)c3c(n2n1)CCC3	-0.5	3	-3	/	4	-2	5
25	C[C@@H]1CN([C@@H](C)CO)C(=O)c2cccc(NC(=O)Nc3ccccc3)c2O[C@@H]1CN(C)Cc1ccncc1	1.9	-3	-1	-9[16.7 µM]	1	-1	-1
26	CN(C)C(=O)C[C@H]1C=C[C@@H](NS(=O)(=O)c2ccccc2)[C@H](CO)O1	0.0	-3	3	15[16.7 µM]	18	1	-1
27	CCC(=O)Nc1sc2c(c1C(N)=O)CCN(C(C)=O)C2	-1.5	0	17	2	-3	-1	-1
28	COc1cc(NC(=O)COc2cc(C)cc3oc(=O)c(C)c(C)c23)cc(OC)c1OC	2.4	0	1	-2	-5	-5	-4
29	Cc1cc(NC(=O)CSc2nccn2-c2cccc(F)c2)no1	-0.6	5	2	/	-7	2	6
30	CCCCNC(=O)OC1CC2CC1[C@H]1CCCCN1C2=O (stereo not given in full)	3.0	-5	-2	/	-8	-1	-2
31	C[C@@H]1CN([C@@H](C)CO)S(=O)(=O)c2ccc(-c3ccccc3)cc2O[C@H]1CN(C)C	0.5	2	0	9[16.7 µM]	7	4	-1
32	CCC(=O)N(C)C[C@H]1Oc2cc(-c3ccccc3C)ccc2S(=O)(=O)N([C@H](C)CO)C[C@@H]1C	-1.6	4	2	7[16.7 µM]	10	12	-1
33	COC(=O)c1cc(NC(=O)Nc2ccccc2)ccc1Cl	-2.4	2	-3	-5	-3	-2	-3
34	Cc1ccc(S(=O)(=O)NCC[C@H]2CC[C@H](NC(=O)c3cccnc3)[C@@H](CO)O2)cc1	-0.1	2	2	/	-3	-2	0
35	O=C(C[C@H]1CC[C@@H]2[C@H](COC[C@H](O)CN2C(=O)Nc2ccc(C(F)(F)F)cc2)O1)NCCc1ccncc1	-2.0	0	-1	2[16.7 µM]	-7	2	-3
36	CC(=O)c1c(C)[nH]c(C(=O)OCc2ccc(Br)cc2)c1C	0.4	-6	-5	/	-1	-3	1
37	COc1ccc(NC(=O)N(C)C[C@H]2Oc3ccc(NC(=O)Cn4cnnn4)cc3CC(=O)N([C@H](C)CO)C[C@@H]2C)cc1	3.3	-4	1	3[16.7 µM]	12	2	0
38	NC(=O)c1nsc(C(=O)N(CC(=O)NC2CCCCC2)c2ccc(Cl)cc2)c1N	2.1	6	-2	/	3	0	0
39	COc1cc(/C=C/C(=O)c2ccc(O)cc2)ccc1OCC#N	/	-6	11	/	6	5	2
40	CC(=O)Nc1cccc(/C(C)=N/NC(=O)c2ccc(Cl)cc2Cl)c1	-1.0	2	2	/	4	6	-7

(cont.)
Second line of a record: F508del corr | ERp5 block | Casp6 inh | miR-122 sensor | DENV2 CPE | SIRT5 block | ERAP1 HTS inh
41: O=C(NNc1nc2cc3c(cc2s1)OCO3)c1ccccc1
 : 0.8 | -3 | 5 | -6 | -4 | -1 | 4
42: O=C(NCc1ccccn1)Nc1cc(Cl)ccc1Cl
 : 1.4 | 3 | -1 | / | 10 | -4 | -3
43: C[C@@H]1CN([C@H](C)CO)C(=O)c2cccc(NS(=O)(=O)c3cccs3)c2O[C@H]1CN(C)Cc1ccc(Cl)c(Cl)c1
 : -0.7 | -3 | -1 | 29[16.7 µM] | 41* | 0 | 0
44: Cc1ccc(S(=O)(=O)N2CCC(=O)N([C@H](COC(=O)Nc3ccccc3)Cc3ccccc3)CC2)cc1
 : 1.6 | -1 | 1 | / | -6 | / | -4
45: O=C(N[C@@H]1CC[C@H](CCNS(=O)(=O)Cc2ccccc2)O[C@@H]1CO)c1cnccn1
 : -0.3 | -2 | 0 | -4[16.7 µM] | -3 | -2 | -1
46: CN(Cc1ccccc1)C(=O)C1CCN(S(=O)(=O)c2cccc3nonc23)CC1
 : -1.1 | 2 | 1 | -4 | 3 | -3 | -1
47: CC(C)c1nnc(SCC(=O)NC(C)(C)C)n1C
 : -1.6 | -2 | 0 | / | -5 | -2 | -2
48: C[C@@H](NC(=O)C[C@H]1C=C[C@H](NC(=O)c2cccnc2)[C@H](CO)O1)c1ccccc1
 : -0.7 | -4 | -4 | / | ? | 1 | 6
49: COc1ccccc1NC(=O)C1CCCN(S(=O)(=O)c2cnc[nH]2)C1 (stereo not given)
 : -1.5 | -8 | 1 | 8 | -1 | / | /
50: CCCC(=O)NC(C)c1nc2ccccc2n1C (stereo not given)
 : 2.0 | 0 | -2 | -11 | 9 | 1 | -2
51: O=C(Nc1nnc(COc2ccccc2)s1)Nc1ccccc1F
 : 0.4 | 2 | 3 | / | -7 | -4 | 3
52: COc1ccc(-c2ccc3[nH]c4c(c3c2)CCN2C[C@@H]([C@H](C)O)[C@@H](N(C)C(=O)Nc3cc(Cl)cc(Cl)c3)C[C@@H]42)cc1
 : 1.8 | 2 | -1 | 0 | 20 | 4 | -1
53: CCn1c(SCc2ccc(C(=O)OC)o2)nnc1-c1c[nH]c2ccccc12
 : 1.7 | 1 | 2 | 4 | 0 | 4 | 1
54: O=C(CNC(=S)N(Cc1ccccc1Cl)C1CCCC1)NCCN1CCOCC1
 : -1.3 | 5 | 0 | / | / | -1 | 0
55: O=C(COc1ccccc1Cl)NCCNC(=O)c1cnccn1
 : 0.3 | 2 | -2 | -3 | -5 | 0 | 1
56: COCc1cc(C)nc(SCc2ccccc2)c1C#N
 : -0.5 | 4 | 1 | -6 | -6 | 0 | /
57: C=CCNc1oc(C2CCCC2)nc1C#N
 : -0.2 | 4 | 4 | 1 | 6 | -3 | 0

Copied from above: nos. 41 to 46
Second line of a record: F508del corr | ERp5 block | Casp6 inh | miR-122 sensor | DENV2 CPE | SIRT5 block | ERAP1 HTS inh
41: O=C(NNc1nc2cc3c(cc2s1)OCO3)c1ccccc1
 : 0.8 | -3 | 5 | -6 | -4 | -1 | 4
42: O=C(NCc1ccccn1)Nc1cc(Cl)ccc1Cl
 : 1.4 | 3 | -1 | / | 10 | -4 | -3
43: C[C@@H]1CN([C@H](C)CO)C(=O)c2cccc(NS(=O)(=O)c3cccs3)c2O[C@H]1CN(C)Cc1ccc(Cl)c(Cl)c1
 : -0.7 | -3 | -1 | 29[16.7 µM] | 41* | 0 | 0
44: Cc1ccc(S(=O)(=O)N2CCC(=O)N([C@H](COC(=O)Nc3ccccc3)Cc3ccccc3)CC2)cc1
 : 1.6 | -1 | 1 | / | -6 | / | -4
45: O=C(N[C@@H]1CC[C@H](CCNS(=O)(=O)Cc2ccccc2)O[C@@H]1CO)c1cnccn1
 : -0.3 | -2 | 0 | -4[16.7 µM] | -3 | -2 | -1
46: CN(Cc1ccccc1)C(=O)C1CCN(S(=O)(=O)c2cccc3nonc23)CC1
 : -1.1 | 2 | 1 | -4 | 3 | -3 | -1

High-throughput results from PubChem BioAssay.
